Screens (PubChem)
OXTR potentiator = potentiates the human oxytocin receptor response; P30559; CHO-OTR cells, Fluo-8 calcium fluorescence, potentiator mode; 0% = oxytocin EC15, 100% = EC100; activation, % at 3 µM; hit rate 0.061% among 320,000;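 active means activation above that plate's cutoff, the mean activation of tested compounds plus 3 SD, cut at about 6.6% in these data, passing the limit was not always enough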;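 further: 100% uses oxytocin at 75 nM as the full agonist control; some results filed as inactive read as strong as hits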
Target sequence (P30559 whole entry, looked up): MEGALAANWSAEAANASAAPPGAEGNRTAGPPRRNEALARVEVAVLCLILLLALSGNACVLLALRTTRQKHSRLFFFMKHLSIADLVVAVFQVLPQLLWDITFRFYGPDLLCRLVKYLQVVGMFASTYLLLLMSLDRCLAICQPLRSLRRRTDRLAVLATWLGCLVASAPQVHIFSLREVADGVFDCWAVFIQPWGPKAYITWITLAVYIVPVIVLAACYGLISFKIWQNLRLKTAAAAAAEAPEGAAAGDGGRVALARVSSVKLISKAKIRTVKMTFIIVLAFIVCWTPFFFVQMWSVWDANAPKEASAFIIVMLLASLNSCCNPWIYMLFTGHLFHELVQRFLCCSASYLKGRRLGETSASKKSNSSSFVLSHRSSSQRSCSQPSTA
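assay system = CHO-OTR cells, human receptor | schedule = compound 6 min at room temperature before oxytocin, 100 s read | detection = Fluo-8 intracellular calcium fluorescence, ex 470-495, em 515-575 nm | evaluation = normalized max/min fluorescence ratio, % activation | control set = EC15 oxytocin alone as 0%, 75 nM oxytocin (EC100) as 100%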
CHRM1 antagonist = antagonists of human M1 muscarinic receptor. inhibition, % at 3 µM. P11229. hit rate 1.3% among 360,000. CHO-K1 hM1, Fluo-8 calcium fluorescence, ACh EC80 antagonist;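 active means percent inhibition above its own plate's cutoff, namely the mean of that plate's compound wells plus 3 SD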;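 further: peak over basal fluorescence ratio during 140 s after agonist addition; 0% = ACh EC80 plus DMSO and 100% = DMSO alone without agonist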
M1 PAM = human CHRM1 positive allosteric modulation. activation, % at 3 µM. AID 588819. CHO-K1 hM1, Fluo-8 calcium fluorescence, ACh EC20; 0% = ACh EC20, 100% = maximal ACh. P11229. hit rate 0.088% among 360,000; in the data active means activation above about 19%, passing the limit was not always enough
M4 ag = CHRM4 agonism in calcium assay | CHO-K1 hM4/Gqi5, Fluo-8 calcium fluorescence; vehicle 0%, full acetylcholine response 100% | hit rate 0.14% among 360,000 | AID 624127 | P08173 | activation, % at 3 µM;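 active means activation above the run mean over all test wells plus 3 SD, cut at about 32% in these data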;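 further: peak over basal fluorescence ratio per well then scaled between controls; 0% = DMSO wells and 100% = acetylcholine at EC100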
Target sequence (P08173 whole entry, looked up): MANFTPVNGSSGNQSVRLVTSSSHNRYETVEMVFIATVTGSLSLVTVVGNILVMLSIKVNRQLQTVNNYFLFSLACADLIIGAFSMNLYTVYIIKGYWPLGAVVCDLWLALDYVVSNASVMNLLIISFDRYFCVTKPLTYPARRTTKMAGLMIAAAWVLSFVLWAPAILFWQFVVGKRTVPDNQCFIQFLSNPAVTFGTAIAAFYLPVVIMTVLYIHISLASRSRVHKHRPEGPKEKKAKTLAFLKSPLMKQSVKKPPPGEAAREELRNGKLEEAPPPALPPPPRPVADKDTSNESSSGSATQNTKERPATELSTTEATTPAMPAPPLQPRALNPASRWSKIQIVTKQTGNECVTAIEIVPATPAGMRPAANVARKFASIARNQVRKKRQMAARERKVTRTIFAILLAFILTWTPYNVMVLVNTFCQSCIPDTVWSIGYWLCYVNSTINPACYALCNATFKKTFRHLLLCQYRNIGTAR
M1 ag parental = nonselective activator or artifact in parental CHO-K1 cells | Fluo-8 calcium fluorescence; scaled to maximal ATP response, vehicle zero | activation, % at 3 µM | hit rate 0.48% among 360,000 | AID 602248; in the data active means activation above about 15%;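 further: untransfected CHO-K1 host cells lacking M1 receptor as counterscreen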
CHRM1 agonist = activates human CHRM1 receptor | P11229 | CHO-K1 hM1, Fluo-8 calcium fluorescence, agonist mode; 0% DMSO, 100% acetylcholine EC100 | activation, % at 3 µM | hit rate 0.33% among 360,000;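 active means activation above the run's mean compound activation plus 3 SD, cut at about 16% in these data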;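 further: peak over basal fluorescence ratio within a 140 s kinetic read after compound addition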
CHO parental Ca = counter-screen for OX1R antagonists: effect in parental CHO cells; inhibition, % at 5.6 µM; parental CHO-K1, ATP-induced calcium, Fluo-8 fluorescence; hit rate 0.63% among 330,000;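 active means inhibition above that plate's mean sample inhibition plus 3 SD, cut at about 26% in these data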;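 further: 0% = ATP-challenged DMSO wells and 100% = DMSO wells without ATP; some compounds past the cut are filed as inactive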
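Test system: untransfected parental CHO cell line. Compound: one dose, 5.6 µM nominal. Detection: intracellular calcium via Fluo-8 no-wash fluorescent dye. Measure: % inhibition. Benchmarks: ATP-challenged DMSO wells low, unchallenged DMSO wells high.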
CHRM4 antagonist = CHRM4 antagonism in calcium assay. hit rate 0.73% among 360,000. CHO-hM4 cells, ACh EC80, Fluo-8 calcium fluorescence. inhibition, % at 3 µM. P08173;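 active means inhibition above its plate's cutoff, the mean inhibition of sample wells plus 3 SD, cut at about 27% in these data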;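 further: 0% = acetylcholine EC80 with DMSO and 100% = DMSO without agonist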
CHO-K1 Ca antag = nonselective inhibitor or artifact in parental CHO-K1 cells; inhibition, % at 3 µM; hit rate 0.6% among 360,000; ATP-induced calcium, Fluo-8 fluorescence; AID 602250;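 active means inhibition above a per-plate cutoff, the plate's mean sample inhibition plus 3 SD, cut at about 24% in these data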;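 further: 0% = DMSO plus EC80 ATP and 100% = DMSO alone without ATP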
* hit, by the source's call; / = no result given.

SMILES	OXTR potentiator	CHRM1 antagonist	M1 PAM	M4 ag	M1 ag parental	CHRM1 agonist	CHO parental Ca	CHRM4 antagonist	CHO-K1 Ca antag
c1ccc2c(c1)SCc1nnc(-c3ccncc3)n1-2	-8	-6	4	1	1.1	-2	5	-3	-12
Nc1nc(-c2cc3ccccc3o2)cs1	-13	-12	17	6	2.8	5	-8	5	-10
COc1ccc(/C=N\N=C2/SC(CC(=O)O)C(=O)N2c2ccc(O)cc2)cc1OC (stereo not drawn)	-1	-5	16	1	0.1	-4	-3	-8	-6
CN(C)c1ccc(-c2nc3cnccn3c2Nc2ccc3c(c2)OCCO3)cc1	7	-6	4	-1	-0.1	-2	-20	-1	-17
COc1cccc(C(=O)CSc2nnc(-c3ccco3)n2CC2CCCO2)c1 (stereo not drawn)	-11	-10	6	2	1.0	-1	-1	-4	-3
CCC(C)NC(=O)CN(c1cc(C)cc(C)c1)S(=O)(=O)c1c(C)[nH]c(=O)[nH]c1=O (stereo not drawn)	-1	-20	6	0	0.2	-2	7	0	-14
CCc1nc(=O)c(-c2ccccc2)c(C)n1-c1ccccc1	-1	4	-4	0	-0.2	-5	-9	3	-11
Cc1ccc(OCCC(=O)N(Cc2ccccc2)c2c(N)n(Cc3ccccc3)c(=O)[nH]c2=O)cc1	-5	3	22	0	0.3	-4	-25	2	-3
Cc1ccc(C(=O)C2(C)C3c4cc(Br)ccc4OC(=O)C32C(=O)c2ccco2)cc1 (stereo not drawn)	0	-17	11	2	0.6	-2	-26	-3	-10
CCn1c(SCC(=O)c2ccc(OC)cc2)nnc1C(C)NC(=O)c1ccc(OC)cc1 (stereo not drawn)	-10	-8	12	1	-0.2	-4	-29	3	3
CC(C)c1c(O)nc(SCc2ccc(F)cc2)[nH]c1=O	-1	-10	2	1	1.0	2	-3	-3	-4
O=S(=O)(Cc1cc(Sc2ccc(Cl)cc2)nc(-c2ccccc2)n1)c1ccccc1	0	-8	10	0	-0.2	-3	-12	3	-2
Cc1cc(-c2nnc(-c3cc4ccccc4oc3=O)o2)c(C)n1-c1ccccc1	1	-3	4	1	1.2	-6	-11	2	-1
O=C(CN1CCCC1)Nc1ccccc1Sc1ccccc1	-12	24	-20	0	0.8	-7	2	6	-9
COc1ccc(C2NC(=O)N(C)C(C)=C2[N+](=O)[O-])cc1 (stereo not drawn)	-4	-21	17	0	0.2	0	-12	3	-3
Cc1cc(C(=O)CSc2nc(N)cc(=O)[nH]2)c(C)n1CC1CCCO1 (stereo not drawn)	0	-10	7	1	0.1	-6	2	6	-5
CC(NC(=O)c1cccc(C(F)(F)F)c1)C1CCCO1 (stereo not drawn)	5	0	-2	0	0.3	-3	-11	-5	0
CN(c1c[nH]c(=O)[nH]c1=O)C1CCCCC1	-7	-3	7	2	0.4	-4	-6	-10	-5
COc1cc([N+](=O)[O-])c(C(=O)N2CCOCC2)c([N+](=O)[O-])c1	-3	-8	7	1	0.4	-5	-5	-6	-11
Cc1cc(=S)[nH]c2ccccc12	-12	-9	7	0	1.0	-3	10	2	-14
O=C(COc1ccccc1)N(Cc1ccco1)C1CCS(=O)(=O)C1 (stereo not drawn)	-5	-10	7	2	0.2	-2	-18	-5	-25
Cc1ccc(S(=O)(=O)N2[C@@H](c3ccc(Cl)cc3)C(C(=O)O)=CC[C@H]2c2ccc(C(C)C)cc2)cc1	-5	-6	3	1	-0.3	-7	-1	2	-10
COc1ccccc1N1CCN(S(=O)(=O)CCNC(=O)Cc2ccc(F)cc2)CC1	-3	-7	5	8	6.0	0	-10	-3	-8
C[C@H](CO)N1C[C@H](C)[C@@H](CN(C)S(=O)(=O)c2ccccc2)Oc2c(NC(=O)Cc3ccccc3)cccc2C1=O	1	-11	9	2	0.2	-8	-14	-2	-15
COc1ccc(-c2nn(-c3ccccc3)cc2/C=N/NC(=O)c2cccc(S(=O)(=O)Nc3ccccc3OC)c2)cc1	-9	-14	6	1	0.8	-4	-10	-5	-1
CCc1ccc(/C=C2\SC(=S)N(CCC(=O)Nc3cc(C)on3)C2=O)cc1	-3	-3	6	2	1.1	-5	-2	-2	0
CCN(CC)S(=O)(=O)c1ccc(NC(=O)C2CCCN(C(=O)c3ccc(Cl)cc3)C2)cc1 (stereo not drawn)	-9	-10	12	9	4.4	-4	-9	-7	-8
CC1(C)NC(=O)N(CC(O)COc2ccccc2[N+](=O)[O-])C1=O (stereo not drawn)	-2	-3	-2	0	-0.4	-4	13	0	11
Cc1nc(NCc2ccccc2)c(C(N)=O)c2c1COC(C)(C)C2	-8	-30	4	/	0.6	0	-1	-2	-4
CC(=O)N(C1=C(N)C(=O)c2ccccc2C1=O)C(C)C	-14	10	1	0	0.1	-8	-3	4	-15
O=C(N/N=C/c1cccnc1)c1cccc(Br)c1	/	-3	4	1	0.4	-2	/	-6	-2
CN(C)S(=O)(=O)c1ccc2oc(SCC(N)=O)nc2c1	-10	-9	8	3	0.4	-1	-11	-5	5
COCCN(C(=O)Nc1ccccc1OC)c1nc2ccccc2s1	-13	-2	0	1	0.4	-4	-20	4	7
Cn1c(COc2ccc3ccccc3c2)nnc1SCC(N)=O	-6	-5	6	2	0.9	-2	-5	1	-4
Cc1ccc(C(=O)Nc2ccc3c(c2)OCO3)cc1NC(=O)c1ccco1	-3	-12	10	2	0.3	-5	-15	1	-9
O=[N+]([O-])c1ccc(-c2csc(NN=C3CCCC3)n2)cc1	-22	13	-6	5	3.9	-4	3	1	-6
Cn1c(NN)nc2sc3c(c2c1=O)CCC3	-1	-4	2	0	-0.3	-3	-6	15	5
CC(Sc1nnc(C2CC2)n1N)C(=O)NC1CCCCC1C (stereo not drawn)	-1	-3	4	0	0.6	-1	-11	5	-7
O=C(COc1ccc(Cl)cc1)N1CCN(c2ccc([N+](=O)[O-])c(N3CCCCC3)c2)CC1	-10	-4	-3	2	0.4	-5	-10	4	-13
CCOC(=O)C1CCN(C(=O)CN(Cc2ccccc2)S(C)(=O)=O)CC1	-5	-1	2	2	0.5	-6	-11	-1	-1
Cc1nn(-c2ccccc2)c(C)c1/C=N/NC(=O)CSc1nc2ccccc2c(=O)n1-c1ccc(Br)cc1	-5	-36	13	0	0.0	1	-7	-10	8
COc1ccccc1C(=O)N(Cc1nc(-c2ccc(Cl)cc2)no1)C(C)C	-9	10	1	7	2.1	-4	-3	-5	4
CCS(=O)(=O)C1=NSC2=NC(=O)/C(=C\c3cc(C)n(-c4cccc(OC)c4)c3C)C(=N)N21	-8	-2	7	0	0.6	-6	-2	7	1
CCOC(=O)N1CCN(C(=O)CSc2nc3c(c(=O)n2-c2ccccc2OC)SCC3)CC1	3	-8	-1	-2	-0.2	-3	-19	1	-13
COCCn1c(SCC(=O)N2CCCC2=O)nc2sc(C)c(C)c2c1=O	-4	-6	2	1	0.6	-5	-10	5	-6
CN1CCC2(CC1)Nc1nc(SCc3ccc(Cl)cc3)nn1C1=C2CN(C)CC1	-11	7	-5	2	0.3	-9	-11	-1	-4
CCNC(=O)C1(C)CCN(C(=O)c2ccccc2C(F)(F)F)C1 (stereo not drawn)	/	7	-5	0	-0.1	0	/	-5	2
CN(C)c1nc2c(c(N)nn2-c2ccc(Cl)cc2)c(=O)o1	-11	-13	11	0	2.4	-4	-16	-2	-1
Cn1c(=O)c2c(nc(NCCNC(=O)c3ccco3)n2Cc2ccccc2F)n(C)c1=O	-1	-23	15	4	1.7	-4	-10	-7	-8
COc1cc(OC)c(OC)cc1CNC1CCCCCC1	-1	3	-1	0	0.0	-10	-6	5	-15
Cn1c(SCC(=O)NC2CCCCC2)nnc1-c1ccccc1F	-3	-7	2	3	0.3	-12	1	-3	-8
CCN1CCN(C(=S)Nc2ccc(C(C)=O)cc2)CC1	-23	4	1	0	0.7	-3	-7	6	-5
Cc1cccc(C(=O)Nc2ccccc2C(=O)Nc2ccc(C(=O)O)cc2)c1	-12	-2	4	0	0.2	-3	-5	6	0
Clc1ccc(C2[C@H]3CN(CC4CCCCC4)[C@H](c4ccccc4)C34CC2(c2ccccc2)C4)cn1 (stereo partly drawn)	-5	-4	14	1	0.1	-1	-22	4	-16
COc1ccc(F)cc1S(=O)(=O)N1CCC(C(N)=O)CC1	2	-16	3	1	0.5	-2	-4	3	-6
Clc1ccc(CSc2nncn2-c2ccccn2)cc1	5	-4	5	0	0.6	-4	-5	-2	0
CC(=O)c1ccc(S(=O)(=O)N2CCNC(=O)C2)cc1	1	-14	5	1	1.8	-2	-9	-21	-19
O=C(NCc1cccc(F)c1)c1cccc2c1C(=O)c1ccc(Cl)cc1S2(=O)=O	-5	-10	11	3	0.0	-2	-12	-9	-7
CC(C)C(=O)N1CCC2(CC1)Oc1ccc(F)cc1C(=O)C21CC(c2ccc(Cl)cc2)=NO1 (stereo not drawn)	-11	2	-4	1	-0.2	-7	-14	-2	-9
COCOCCn1cc(CN2CCS(=O)(=O)N(Cc3ccc(-c4ccc(Cl)cc4)cc3)C(C)C2=O)nn1 (stereo not drawn)	/	-2	0	13	0.8	-3	/	-5	10

Molecules above containing bromine:
SMILES	OXTR potentiator	CHRM1 antagonist	M1 PAM	M4 ag	M1 ag parental	CHRM1 agonist	CHO parental Ca	CHRM4 antagonist	CHO-K1 Ca antag
Cc1ccc(C(=O)C2(C)C3c4cc(Br)ccc4OC(=O)C32C(=O)c2ccco2)cc1 (stereo not drawn)	0	-17	11	2	0.6	-2	-26	-3	-10
O=C(N/N=C/c1cccnc1)c1cccc(Br)c1	/	-3	4	1	0.4	-2	/	-6	-2
Cc1nn(-c2ccccc2)c(C)c1/C=N/NC(=O)CSc1nc2ccccc2c(=O)n1-c1ccc(Br)cc1	-5	-36	13	0	0.0	1	-7	-10	8

Additional compounds.
SMILES	OXTR potentiator	CHRM1 antagonist	M1 PAM	M4 ag	M1 ag parental	CHRM1 agonist	CHO parental Ca	CHRM4 antagonist	CHO-K1 Ca antag
CN(C)S(=O)(=O)c1ccc2c(c1)nc1n2CCC1	-11	-21	14	1	0.7	-1	-15	7	-14
COc1cc(C(=O)OCC(=O)Nc2ccc3c(c2)OC(F)(F)O3)ccc1OCc1c(C)noc1C	-15	-7	8	1	-0.2	-1	1	6	-6
Cc1cc(C(=O)O)ccc1-c1ccc(/C=C2\NC(=O)N(Cc3ccc(F)cc3)C2=O)o1	5	-9	4	0	-0.1	-3	-3	8	-12
CSc1cccc(NC(=O)c2[nH]c(C)c(C(C)=O)c2C)c1	-12	-2	-4	17	11	-2	-13	-10	-14
CC(Oc1ccc2ccc(=O)oc2c1)C(=O)NCC1CCC(C(=O)O)CC1 (stereo not drawn)	-5	-9	8	1	-0.2	-2	4	-19	-2
Cc1ccc(S(=O)(=O)Nc2ccc3c(c2)CC(=O)N([C@H](C)CO)C[C@@H](C)[C@H](CN(C)Cc2ccc(-c4ccccc4)cc2)O3)cc1	-6	8	-6	1	1.2	-5	-27	1	-18
Cc1ccc([N+](=O)[O-])cc1NC(=O)CCCOc1ccccc1	3	-10	14	0	1.0	-4	2	0	-17
COCCCNC(=O)c1ccc2c(c1)ncn2-c1ccccc1OC	-8	-25	-2	2	1.0	0	-11	15	-3
